Assay outcomes deposited in PubChem by National Center for Advancing Translational Sciences (NCATS).
HT1080 IDH1KD tx: kills HT-1080 cells with IDH1 knockdown; HT-1080 IDH1 knockdown viability, ATP luminescence, 48 h; Potency, µM (titrated, usually from 46.1 µM), without a hit: at the top dose activity, negative = toxicity, hits mostly cytotoxic; 360,000 tested, 2% active;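 note: 0% = DMSO wells and -100% = cell-free medium wells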
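CellTiter-Glo luminescence after 48 h compound exposure at 37 degrees C of IDH1-knockdown HT-1080 cells in 5% FBS RPMI. %Activity scaled between DMSO wells and cell-free media wells, with curves fitted and assigned curve classes.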
GLP1R ag: agonists of human GLP-1 receptor; 380,000 tested, 0.007% active; Potency, µM (highest dose often 45.6 µM), without a hit: at the highest dose activation, most hits filed as activators; AID 624172; HEK293 GLP-1R CRE-luciferase, luminescence, 4-6 h; cells express a hypersensitive GLP-1R form; P43220; note: % of control where 0% means no effect
Target sequence (P43220 whole entry, looked up): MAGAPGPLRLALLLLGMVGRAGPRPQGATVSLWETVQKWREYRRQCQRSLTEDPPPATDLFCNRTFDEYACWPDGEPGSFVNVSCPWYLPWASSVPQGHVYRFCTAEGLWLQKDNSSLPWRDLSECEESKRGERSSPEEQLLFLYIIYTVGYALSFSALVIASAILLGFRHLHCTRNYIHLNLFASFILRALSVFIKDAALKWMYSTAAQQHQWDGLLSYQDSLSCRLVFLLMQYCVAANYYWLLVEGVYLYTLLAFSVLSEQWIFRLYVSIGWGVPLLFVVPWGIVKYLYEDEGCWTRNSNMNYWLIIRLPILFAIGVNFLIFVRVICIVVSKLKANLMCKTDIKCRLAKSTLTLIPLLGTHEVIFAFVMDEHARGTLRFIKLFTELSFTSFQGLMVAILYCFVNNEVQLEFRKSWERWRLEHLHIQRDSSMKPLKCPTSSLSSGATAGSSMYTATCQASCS
GLP1R inv ag: acts as inverse agonist at human GLP-1 receptor | P43220 | HEK293 GLP-1R CRE-luciferase, luminescence, 24 h; GLP-1R form is constitutively active | 410,000 tested, 1.6% active | Potency, µM (top dose mostly 38.3 µM), for the others: top-dose activity change, negative = inhibition, most hits filed as inhibitors; note: % is set by controls: 0 for no effect and ±100 for the full control effect; nearly all actives have a fitted effect of over 55% in size
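HEK293 cells stably co-expressing a cAMP-responsive luciferase reporter and constitutively active GLP-1R were seeded, incubated 12 h, then exposed to compounds for 24 h at 37 C. Luminescence was read 12 min after detection reagent; inverse agonists lower signal.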
HT1080-NT tox: kills 2HG-producing HT-1080-NT fibrosarcoma cells | HT-1080-NT fibrosarcoma viability, CellTiter-Glo ATP luminescence, 48 h | Potency, µM (titrated, usually from 46.1 µM), for inactives: at the highest dose activity, negative = less viability, actives largely listed as cytotoxic | 360,000 tested, 1.6% active;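 note: NT is the 2HG producing partner of a matched IDH1 knockdown line; 0% = DMSO-treated cells and -100% = media-only wells without cells; nearly all actives have a fitted effect of over 55% in size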
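Read-out is CellTiter-Glo luminescence after 10 minutes at room temperature, following 48 hours' compound treatment of HT-1080-NT cells (750 cells/well, RPMI, 5% FBS, 37 degrees C).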
KB-V1 cytotox: kills drug-selected multidrug resistant KB-V1 cells; KB-V1 MDR cells viability, CellTiter-Glo, 72 h; Potency, µM (titrated, usually from 46.1 µM), without a hit: at the top dose activity change, negative = cytotoxicity, usual class: cytotoxic; 400,000 tested, 3.4% active; note: % is set by controls: 0 for no effect and ±100 for the full control effect; nearly all actives have a fitted effect of over 60% in size
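KB-V1 cells (P-gp-expressing MDR subline of KB-3-1) in phenol-red-free DMEM with 10% FBS were exposed to library compounds over a concentration series for 72 h at 37 degrees C. Viability read by CellTiter-Glo luminescence; concentration-effect curves fitted after normalization.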
KB-3-1 tox: KB-3-1 parental cell cytotoxicity. 400,000 tested, 1.4% active. Potency, µM (titrated, usually from 46.1 µM), without a hit: top-dose activity change, negative = cytotoxic, hits mostly cytotoxic. KB-3-1 viability, CellTiter-Glo ATP luminescence, 72 h; note: % is set by controls: 0 for no effect and ±100 for the full control effect; nearly all actives have a fitted effect of over 60% in size
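Cytotoxicity measured as CellTiter-Glo luminescence after 72 h at 37 C. Compound titrations were pinned onto drug-naive KB-3-1 parental adenocarcinoma cells grown in DMEM with 10% FBS, and normalized data fitted to concentration-response curves.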
TDP43 rescue: TDP-43 toxicity inhibition in yeast. TDP-43 expressing yeast growth rescue, BacTiter-Glo, 24 h. Potency, µM (doses to about 46.1 µM), without a hit: top-dose growth rescue (activation), actives largely listed as activators. 410,000 tested, 1.8% active; note: % of control where 0% means no effect; nearly all actives have a fitted effect of over 50% in size
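Yeast expressing TDP-43 (pregrown in raffinose, seeded at OD600=0.02 in galactose medium) exposed to compounds 24 hr at 30 deg C. Growth read by BacTiter-Glo luminescence; rescue of toxicity appears as increased signal.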
HEK293 tox: cytotoxic in the GLP-1 receptor inverse agonist counter-screen. HEK293 cAMP-luciferase reporter cells, luminescence, 24 h. Potency, µM (titrated, usually from 38.3 µM), inactives show at the highest dose activity change, negative = inhibition, usual class: inhibitors. 410,000 tested, 0.13% active. AID 624418;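 note: loss of luciferase light is scored as toxicity; % is set by controls: 0 for no effect and ±100 for the full control effect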
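Step one: seed cells (200 cells/uL, DMEM with 10% Nu serum, 1% pen-strep). Step two: 12-hour incubation at 37 deg C. Step three: pin 23 nL compound, incubate 24 hr. Step four: add luciferase reagent, read luminescence 12 min later.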
SW480 rerep: inducers of DNA re-replication in SW480 colon cancer cells; SW480 DNA re-replication, Hoechst DNA content imaging, 48 h; Potency, µM (top dose mostly 46.1 µM), for inactives: top-dose re-replication activation, usual class: activators; 340,000 tested, 1.8% active; AID 624297; note: % of control where 0% means no effect; nearly all actives have a fitted effect of over 55% in size
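Compounds, transferred as 23 nL by pin tool, were incubated with cells for 48 hr; DNA content per nucleus was then quantified by Hoechst staining and fluorescence plate imaging.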
The depositor's hits bear a star; ? = inconclusive; nt = no result given; & = joins results of further samples; [ ] = dose if it differs, or a comment. Calls come from the whole dose curve; as a rule, active = well fitted curve in the direction sought with a large enough effect; inconclusive = small, poorly fitted or top-dose-only effect, or another doubt; inactive = no such curve, though single readings can be large; an effect the other way counts as inactive or inconclusive. Potency is the fitted concentration of half-maximal effect.

SMILES	HT1080 IDH1KD tx	GLP1R ag	GLP1R inv ag	HT1080-NT tox	KB-V1 cytotox	KB-3-1 tox	TDP43 rescue	HEK293 tox	SW480 rerep
Cc1ccccc1CC1(CO)CCCN(C(=O)CCN2CCCO2)C1 (centres undefined)	2%	-6%	0%	-5%	7%	8%	3%	-2%	-21%
CN1CCN(CCCC(=O)c2ccc(C3CCCC3)cc2)CC1	33µM*	17%	?	?	-20%	?	-31%[inhibitor]	?	?
CC(C)(C)C(=O)Nc1cc2nn(-c3ccccc3)nc2cc1Cl	-20%	-8%	-93%	-9%	-29%	0%	?	3%	7.3µM*
CCn1c(SCC(=O)N2CCCC2=O)nnc1-c1cccs1	5%	-3%	7%	-1%[9.24 µM]	3%	17%	12%	0%	2%
CN(C(=O)CSc1nnc(COc2ccccc2F)n1N)C1CCS(=O)(=O)C1 (centres undefined)	4%	9%	-1%	14%	13%	7%	-24%	0%	-46%[inhibitor]
CCOc1ccc(S(=O)(=O)N(CC(=O)NC2CCCC2)c2ccc(F)cc2)cc1	-2%	4%	?	-2%	nt	nt	-11%	-4%	4%
N=c1ccn2c(n1)OC1C(O)C(CO)OC12 (centres undefined)	?	-8%	?	6%	-2%	-1%	9%	0%	6%
O=C(/C=C/c1ccc(S(=O)(=O)N2CCOCC2)cc1)Nc1cc(F)ccc1F	-4%	20%	?	?	5%	2%	0%	-5%	-9%
CCOc1cc(S(=O)(=O)NCc2ccncc2)ccc1Cl	?	8%	-7%	?	-42%	?	7%	-7%	-18%
CN(C)CCC#CC(O)(c1ccccc1)c1ccccc1	0%	-6%	18%	13%	0%	14%	-9%	-2%	nt
O=C1/C(=C/c2ccccn2)SC(=S)N1CCc1ccccc1	2%	-6%	6%	1%	17%	0%	-8%	14%	2%
COc1ccc(-c2cn(Cc3ccc(C)cc3)nn2)cc1	-4%	5%	13%	2%	?	-9%&10%	-7%	0%	-5%
COc1ccc(NC(=O)COC(=O)c2c(C)noc2C)c(OC)c1	1%	-8%	10%	5%	-2%	6%	7%	20%	-6%
O=C(OCc1cc(=O)n2nc(-c3cccs3)sc2n1)c1ccccc1Cl	nt	nt	17%	nt	9%	-9%	12%	1%	nt
COCCNC(=O)C1c2cc(OC)c(OC)cc2C(=O)N(C)C1c1cccnc1 (centres undefined)	1%	-6%	9%	10%	0%	3%	5%	-7%	-4%
Cc1cc(C)n2nc(CC(=O)NNC(=O)c3ccccc3Cl)nc2n1	10%	-5%	13%	8%	-5%	-4%	4%	3%	0%
Cc1c(/C(O)=C2\C(=O)C(=O)N(CCN(C)C)C2c2ccccc2)cnn1-c1ccccc1 (centres undefined)	15%	-6%	-18%	11%	?	13%	-14%[1.82 µM]	-3%	-8%
COc1ccc(Nc2nc(Nc3ccc(OC)cc3)nc(SC3=NCCS3)n2)cc1	?	1%	-13%	-18%	?	?	27%	?	-7%
CN(CCc1cnn(C)c1)Cc1cn(C)nc1-c1ccccc1F	0%	6%	5%	-3%	-16%	-4%	13%	-12%	-1%
O=C(c1ccccc1Cl)N1N=C(c2ccc(Br)cc2)CC1c1nc2ccccc2[nH]1 (centres undefined)	?	-4%	?	-26%	0%	-7%	6%	-21%	?
Cc1cccc(N(CC(=O)N2CCCCCC2)S(C)(=O)=O)c1	2%	-2%	16%	0%	-6%	9%	-10%	-1%	11%
N#C/C(=C\c1ccc(O)c(O)c1)S(=O)(=O)c1ccccc1	-15%	1%	14%	-2%	6%	1%	4%	-6%	0%
CC(C)CN(C(=O)COC(=O)CN1C(=O)c2ccccc2C1=O)c1c(N)n(Cc2ccccc2)c(=O)[nH]c1=O	-7%	1%	33%[activator]	1%	-19%	-3%	-18%	-7%	-68%[inhibitor]
O=C(NCCC1=CCCCC1)C1CCC(=O)N(Cc2ccc(Cl)cc2)C1 (centres undefined)	-11%	2%	?	-17%	?	-5%	-26%	11%	6%
CCOc1ccc(CN2C(=O)c3ccccc3Sc3ccc(C(=O)NC)cc32)cc1	nt	-1%	-19%	nt	0%	4%	16%	0%	nt
SMILES	HT1080 IDH1KD tx	GLP1R ag	GLP1R inv ag	HT1080-NT tox	KB-V1 cytotox	KB-3-1 tox	TDP43 rescue	HEK293 tox	SW480 rerep
NC(=O)c1ccc(SCC(=O)OCC(=O)N2CCCCC2)c([N+](=O)[O-])c1	4%	11%	7%	4%	-3%	11%	11%	0%	-6%
O=C(COC(=O)c1cc2ccccc2oc1=O)Nc1ccc(F)cc1F	14%	-2%	29%	16%	14%	-6%	-3%	-2%	-11%
CCC(=O)OC1(C)C(=O)C=C2C=C(C3CC3)OC=C2C1=O (centres undefined)	0%	0%	5%	0%	23%	2%	?	16%	-2%
CSc1ccc(S(=O)(=O)N2CCC(C(=O)NCc3cccnc3)CC2)cc1	1%	10%	14%	-2%	-1%	0%	-7%	11%	-8%
CC(NC(=O)CSCc1ccc(Br)cc1)c1ccccc1 (centres undefined)	-4%	14%	7.1µM*	1%	-22%	-19%	21%	1%	-8%
Cc1ccc(S(=O)(=O)NC(C)C(=O)Nc2cccc([N+](=O)[O-])c2)cc1 (centres undefined)	2%	4%	-5%	2%	?	7%	0%	3%	-3%
O=C(O)c1c(Cl)c(Cl)c(Cl)c(Cl)c1C(=O)N1CCCC1	4%	7%	9%	7%	18%	22%	22%	-13%	-4%
N#Cc1nc(-c2ccc(COc3ccc(Cl)cc3)o2)oc1N1CCN(c2ccccc2)CC1	nt	nt	8%	nt	-1%	3%	5%	21%	nt
CCOc1cc(C(=O)N/N=C/c2cn(-c3ccccc3)nc2-c2cc3ccccc3o2)cc(OCC)c1OCC	11%	-4%	7%	-4%	0%	7%	2%	-7%	-13%
CCc1nc(C)cn1S(=O)(=O)c1ccc([N+](=O)[O-])cc1	7%	-2%	-8%	-7%	2%	8%	3%	0%	2%
O=c1oc2c3c(ccc2c2ccccc12)OCN(Cc1cccc(Cl)c1)C3	nt	nt	12%	nt	0%	0%	18%[9.22 µM]	8%	nt
NS(=O)(=O)c1ccc(CCNC(=O)CSc2nc3ccsc3c(=O)n2CC(=O)O)cc1	14%	-2%	2%	14%	23%	7%	-9%	0%	-7%
O=C(COC(=O)c1cccc(NS(=O)(=O)/C=C/c2ccccc2)c1)Nc1ccccc1OC(F)F	-11%	5%	-19%	-4%	-13%	-10%	-18%	3%	-13%
Cn1c(CCNC(=O)c2ccccc2)nc2cc(NC(=O)C3CCCCC3)ccc21	?	0%	-1%	?	?	6%	-11%	-55%	-3%
COc1ccccc1NCC(=O)N/N=C/c1c(O)ccc2ccccc12	10µM*	2%	?	15µM*	-1%	?	-3%	-19%	3.3µM*
O=S(=O)(NNc1cccc(Cl)n1)c1ccc(Cl)cc1	-11%	8%	2%	-9%	?	2%	22%	9%	1%
COC(=O)[C@]1(Cc2ccccc2)N[C@H](CN(C)C(=O)Nc2ccccc2)[C@@H]2C(=O)N(Cc3ccccc3)C(=O)[C@@H]21	-9%	4%	2%	-18%	-13%	-1%	16%	-14%	?
CCOC(=O)C1=C(CN2CCN(C(=O)c3ccco3)CC2)NC(=O)NC1c1ccc(OC)cc1 (centres undefined)	0%	6%	12%	-1%	-13%	1%	-4%	-5%	2%
COc1ccc(COc2cc(-c3cccc(OC)c3)nc3ccc(NC(=O)c4cccnc4)cc23)cc1	?	12%	2.8µM*	?	?	?	21%	-20%	?
COC(=O)CSc1nnc(NC(=O)c2ccc3c(c2)OCO3)s1	12%	-3%	7%	7%	?	0%	13%	-8%	-3%
COc1cccc(CNc2cc(C)nc3nc(-c4ccc(C)cc4)nn23)c1	nt	19%	-28%	nt	?	-12%	?	5%	nt
Nc1cc(=O)nc(SCC(=O)N2CCN(c3ccccc3)CC2)n1-c1ccc(F)cc1	-1%	-4%	6%	-3%	?	?	-2%	-1%	14%
CCOC(=O)C1CCCC12Nc1cccc3cccc(c13)N2 (centres undefined)	-18%	8%	22%	-12%	-11%	5%	-5%	-12%	-6%
S=c1[nH]nc(COc2cccc3ccccc23)n1Cc1ccccc1	-10%	18%	-14%	-2%	0%	7%	10%	-5%	3%
CCOC(=O)c1cc(-c2ccc(C)cc2)n(CCC(=O)Nc2cc(Cl)ccc2C)c1C	nt	-1%	-5%	nt	7%	9%	-1%	0%	nt
C(=C\c1nc(-c2cccnc2)no1)/c1ccccc1	-1%	3%	4%	22%	-9%	0%	2.2µM*	11%	-5%
CCOC(=O)/C=C1\SCC(=O)N1CC(=O)NC1CCCCC1	3%	4%	5%	4%	0%	10%	-9%	16%	-1%
C/C=C/c1ccc(OCCSc2nc(C)cc(=O)[nH]2)c(OC)c1	-21%	?	5%	-29%	1%	0%	-6%	0%	0%
O=C1N(CC(=O)N2CCc3ccccc32)CCN1Cc1ccccc1Cl	3%	0%	?	-16%	0%	8%	7%	-8%	-6%

4 entries picked at random from those above:
SMILES	HT1080 IDH1KD tx	GLP1R ag	GLP1R inv ag	HT1080-NT tox	KB-V1 cytotox	KB-3-1 tox	TDP43 rescue	HEK293 tox	SW480 rerep
O=S(=O)(NNc1cccc(Cl)n1)c1ccc(Cl)cc1	-11%	8%	2%	-9%	?	2%	22%	9%	1%
CC(NC(=O)CSCc1ccc(Br)cc1)c1ccccc1 (centres undefined)	-4%	14%	7.1µM*	1%	-22%	-19%	21%	1%	-8%
COc1ccccc1NCC(=O)N/N=C/c1c(O)ccc2ccccc12	10µM*	2%	?	15µM*	-1%	?	-3%	-19%	3.3µM*
N#Cc1nc(-c2ccc(COc3ccc(Cl)cc3)o2)oc1N1CCN(c2ccccc2)CC1	nt	nt	8%	nt	-1%	3%	5%	21%	nt
